# CHRM5 agonist: agonists of human muscarinic M5 receptor (CHRM5) | P08912 | CHO-K1 hM5 cells, Fluo-8 calcium fluorescence; 0% DMSO wells, 100% maximal acetylcholine response | activation, % at 3 µM | 0.19% of 360,000 active | AID 624037;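 active means activation above the run's mean over test compounds plus 3 SD, cut at about 23% in these data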;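 further: signal is peak over basal fluorescence ratio across the kinetic read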
# TAAR1 ag: human TAAR1 agonism. Q96RJ0. CHO RD-HGA16 TAAR1, Fluo-8 calcium fluorescence; vehicle wells 0%, saturating PEA agonist 100%. activation, % at 3 µM. 0.99% of 360,000 active;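 active means activation above the mean activation of all test compounds in the run plus 3 SD, cut at about 38% in these data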
# Target sequence (Q96RJ0 whole entry, looked up): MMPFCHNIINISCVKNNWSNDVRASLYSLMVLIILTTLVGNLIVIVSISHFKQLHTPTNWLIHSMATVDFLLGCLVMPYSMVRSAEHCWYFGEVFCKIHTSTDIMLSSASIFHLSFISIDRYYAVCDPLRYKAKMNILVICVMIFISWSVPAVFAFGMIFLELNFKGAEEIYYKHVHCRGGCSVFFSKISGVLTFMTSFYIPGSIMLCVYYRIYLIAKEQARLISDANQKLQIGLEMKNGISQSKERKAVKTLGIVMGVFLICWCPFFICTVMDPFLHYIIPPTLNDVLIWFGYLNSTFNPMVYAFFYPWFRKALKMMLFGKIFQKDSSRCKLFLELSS
#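 System: CHO-derived RD-HGA16 cells with stable Gα16 and human TAAR1 / Times: 17-24 h plating, Fluo-8 75 min 37 °C, 30 min RT / Technique: calcium-sensitive Fluo-8 signal, excitation 470-495, emission 515-575 nm / Measure: % activation relative to PEA EC100 response / Benchmarks: DMSO and PEA EC100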
# CHRM4 antagonist: antagonists of human muscarinic M4 receptor (CHRM4). CHO-hM4 cells, ACh EC80, Fluo-8 calcium fluorescence. inhibition, % at 3 µM. 0.73% of 360,000 active. P08173;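 active means inhibition above its plate's cutoff, the mean inhibition of sample wells plus 3 SD, cut at about 27% in these data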;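 further: 0% = acetylcholine EC80 with DMSO and 100% = DMSO without agonist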
# Target sequence (P08173 whole entry, looked up): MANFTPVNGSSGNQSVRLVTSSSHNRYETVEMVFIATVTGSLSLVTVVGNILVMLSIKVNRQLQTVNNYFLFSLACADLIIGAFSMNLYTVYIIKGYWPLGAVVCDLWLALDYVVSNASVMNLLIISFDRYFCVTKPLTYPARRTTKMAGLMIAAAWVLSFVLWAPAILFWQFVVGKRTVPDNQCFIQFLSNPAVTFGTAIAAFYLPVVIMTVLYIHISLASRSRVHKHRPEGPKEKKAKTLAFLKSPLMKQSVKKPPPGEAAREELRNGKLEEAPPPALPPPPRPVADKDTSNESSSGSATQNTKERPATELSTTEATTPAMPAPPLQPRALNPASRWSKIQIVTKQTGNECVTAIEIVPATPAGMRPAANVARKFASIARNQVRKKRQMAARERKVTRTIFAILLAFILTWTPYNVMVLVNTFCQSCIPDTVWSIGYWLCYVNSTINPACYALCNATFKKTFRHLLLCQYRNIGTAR
# CHRM1 PAM: potentiates human M1 receptor response to acetylcholine. P11229. CHO-K1 hM1, Fluo-8 calcium fluorescence, ACh EC20; 0% = ACh EC20, 100% = maximal ACh. activation, % at 3 µM. 0.088% of 360,000 active; in the data active means activation above about 19%, passing the limit was not always enough
# M1 ag: human M1 muscarinic receptor agonism; P11229; CHO-K1 hM1, Fluo-8 calcium fluorescence, agonist mode; 0% DMSO, 100% acetylcholine EC100; activation, % at 3 µM; 0.33% of 360,000 active;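 active means activation above the run's mean compound activation plus 3 SD, cut at about 16% in these data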;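 further: peak over basal fluorescence ratio within a 140 s kinetic read after compound addition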
# M4 ag: agonists of human muscarinic M4 receptor (CHRM4) | P08173 | CHO-K1 hM4/Gqi5, Fluo-8 calcium fluorescence; vehicle 0%, full acetylcholine response 100% | activation, % at 3 µM | 0.14% of 360,000 active | AID 624127;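 active means activation above the run mean over all test wells plus 3 SD, cut at about 32% in these data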;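 further: peak over basal fluorescence ratio per well then scaled between controls; 0% = DMSO wells and 100% = acetylcholine at EC100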
# M5 PAM: potentiates acetylcholine response at human M5 receptor; P08912; CHO-K1 hM5, Fluo-8 calcium, ACh EC20 PAM; 0% = ACh EC20, 100% = ACh EC100; activation, % at 3 µM; 0.3% of 360,000 active;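 active means activation above the run cutoff, the mean activation of all test compounds plus 3 SD, cut at about 18% in these data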
#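 system = human M5 receptor in CHO-K1 cells | compound = one concentration, 3 µM final (nominal) | schedule = Post-acetylcholine fluorescence recording 140 s | signal = Fluo-8 calcium dye fluorescence, kinetic read | benchmarks = low control EC20 acetylcholine (0%), high control EC100 acetylcholine (100%) | repeats = singlicate, one well per test compound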
# M1 antag: blocks human M1 muscarinic receptor | CHO-K1 hM1, Fluo-8 calcium fluorescence, ACh EC80 antagonist | P11229 | 1.3% of 360,000 active | inhibition, % at 3 µM;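 active means percent inhibition above its own plate's cutoff, namely the mean of that plate's compound wells plus 3 SD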;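 further: peak over basal fluorescence ratio during 140 s after agonist addition; 0% = ACh EC80 plus DMSO and 100% = DMSO alone without agonist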
# CHRM5 antagonist: antagonists of human muscarinic M5 receptor (CHRM5); P08912; CHO-hM5 cells, Fluo-8 calcium fluorescence, ACh EC80; inhibition, % at 3 µM; 0.59% of 360,000 active; AID 624040;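 active means inhibition above a per-plate cutoff, the mean of that plate's test compounds plus 3 SD, cut at about 27% in these data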;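 further: 0% = acetylcholine EC80 with DMSO and 100% = DMSO without agonist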
# Numbers without * were called inactive; . = not tested or not shown. Some of the compounds tested, so the mix of outcomes need not match the whole.
SMILES,CHRM5 agonist,TAAR1 ag,CHRM4 antagonist,CHRM1 PAM,M1 ag,M4 ag,M5 PAM,M1 antag,CHRM5 antagonist
OCCC1CN(Cc2nc3ccccc3s2)CCN1C1CCCC1 (stereo unspecified),-13,1,26,6,-7,1,-3,-1,12
CCO[C@H]1OC(C(=O)NCc2ccccc2)=C[C@@H](C)[C@@H]1CCCO,6,10,2,2,-3,1,3,4,1
CCCn1c(C)cc(C(=O)CSc2nc3ccccc3c(=O)n2Cc2ccco2)c1C,-3,-1,-2,5,-5,0,-10,-6,7
CCOC(=O)c1ccc(-n2ccnc2)c(NC(=O)c2ccc(C(C)(C)C)cc2)c1,2,0,10,-8,-5,13,-13,12,17
CCSc1ccc2cc(OC)ccc2[n+]1CC,3,6,1,-10,-10,14,-11,17,8
CCOC(=O)c1[nH]ncc1[C@@H]1C[C@H]2CN(Cc3cccc(Cl)c3)C(=O)[C@]23CCCN13,-3,0,6,7,-6,0,5,-28,-1
COc1ccc(/C=N/n2nnnc2N)c(OC)c1,-3,-1,-1,-8,-8,1,2,38*,1
COc1ccc(-c2coc3cc(OC)ccc3c2=O)cc1,0,-1,-8,7,-1,1,5,-11,-1
CCOC(=O)c1ccc(S(=O)(=O)NNc2ccc(C(F)(F)F)cn2)cc1,4,15,-5,-4,-6,2,-1,6,2
COc1ccc(CN2C(=O)CCCc3ccccc32)cc1,-7,8,-6,-3,-5,1,-2,5,11
CCOc1ccc(CN2CCN(C(=O)c3cccc4ccccc34)CC2)cc1,-4,0,4,3,0,2,-5,-11,10
O=C(Cn1cnc2c(cnn2-c2ccc(F)cc2)c1=O)N1CCCc2ccccc21,-6,16,0,4,0,7,-4,-7,-1
CCOC(=O)C(Cc1ccccc1)NS(=O)(=O)c1ccc(NC(C)=O)cc1 (stereo unspecified),-5,9,2,6,-2,2,-9,-12,-1
COC(=O)c1ccc(CNc2ccc(C(C)=O)cc2)cc1,4,-1,-12,0,-4,10,-9,-2,1
Cn1c(CNC(=O)CNC(=O)Cc2ccccc2)cc(=O)n(C)c1=O,-4,0,1,5,-1,1,-10,-6,10
C=CCn1c(Cc2cccs2)nnc1SCC(=O)Nc1ccc(OC)c(OC)c1,4,1,13,9,-1,2,-7,-1,10
CN(C)S(=O)(=O)c1ccc(C(=O)NCC(=O)N/N=C/c2cccs2)cc1,0,37,2,10,-7,1,1,-2,-3
Cn1ccc(C(=O)Nc2cccnc2Cl)n1,-2,1,5,5,-1,1,5,-6,-5
CC(OC(=O)CSc1ccc([N+](=O)[O-])cc1)C(=O)NCc1ccccc1 (stereo unspecified),-2,.,-21,-1,0,10,-14,-3,14
Cc1onc(-c2ccccc2Cl)c1C(=O)OCC(=O)c1ccccc1,-3,18,4,-1,-2,5,-4,-19,-3

# Compound profiles, from the list above:
# CCSc1ccc2cc(OC)ccc2[n+]1CC is entered as CHRM5 agonist: 3; TAAR1 ag: 6; CHRM4 antagonist: 1; CHRM1 PAM: -10; M1 ag: -10; M4 ag: 14; M5 PAM: -11; M1 antag: 17; CHRM5 antagonist: 8
# CC(OC(=O)CSc1ccc([N+](=O)[O-])cc1)C(=O)NCc1ccccc1 (stereo unspecified) is entered as CHRM5 agonist: -2; TAAR1 ag: .; CHRM4 antagonist: -21; CHRM1 PAM: -1; M1 ag: 0; M4 ag: 10; M5 PAM: -14; M1 antag: -3; CHRM5 antagonist: 14

# (continued)
SMILES,CHRM5 agonist,TAAR1 ag,CHRM4 antagonist,CHRM1 PAM,M1 ag,M4 ag,M5 PAM,M1 antag,CHRM5 antagonist
Cc1cccc(OCCC(=O)Nc2ccccc2C(N)=O)c1,3,-1,-10,6,0,6,-6,-9,3
Cc1cccnc1NC(=O)C1c2ccccc2Oc2ccccc21,-2,1,2,7,-2,1,-2,-9,2
CC(=O)c1sc(NC(=O)Cc2c(F)cccc2Cl)nc1C,1,5,-6,6,-3,-1,-2,-8,9
CCN(CC)CCn1c(NS(=O)(=O)c2ccc(C)cc2)nc2ccccc21,-10,2,4,7,-8,-1,-4,-1,2
CC(C)c1nc2oc3c(=O)[nH]cnc3c2c2c1CCC2,1,3,-4,11,2,0,5,-11,-6
CC(C)(C)NC(=O)CN(C(=O)C(=O)Nc1ccc2c(c1)OCCO2)C(C)(C)C,5,1,4,11,-3,0,7,-19,1
CCOc1ccc(-n2c(=O)[nH]cc(C(=O)N3CCc4ccccc43)c2=O)cc1,-3,16,8,5,-2,1,-4,-4,1
O=C(Nc1ccc(Br)cc1)Nn1cnnc1,2,20,-4,2,0,8,0,7,0
Cc1ccc(C(=O)n2cnnc2N)cc1C,-2,1,7,7,-6,0,6,-5,-4
Cc1ccc(NS(=O)(=O)c2c(C)[nH]c(C)c2C(=O)N2CCCCC2)c(C)c1,-1,1,10,3,-3,1,0,0,6
N#C/C(=C\c1ccccc1[N+](=O)[O-])c1nc(C2CC2)cs1,-5,5,0,-3,-8,1,-5,7,4
COc1ccc(C(=O)Nc2ccc(N3CCOCC3)cc2)cc1OC,-6,2,15,-5,-7,1,0,8,-4
CC(C)N(Cc1nccn1C)C(=O)c1cc(COc2ccc(F)cc2Cl)on1,-5,4,0,-10,-5,4,-9,11,31*
CC(C)CC(=O)N1CCN(S(=O)(=O)c2ccc(Cl)cc2)CC1,-2,5,-1,11,-5,1,-2,0,-5
COc1ccc(S(=O)(=O)N2CCCCCC2)cc1NC(=O)Cc1n[nH]c(=O)c2ccccc12,-5,4,13,-13,-7,3,-5,23,8
Cc1ccc(NC(=O)CSC(C)C(=O)NCCc2ccccn2)cc1 (stereo unspecified),-6,1,-18,6,-3,0,5,-7,0
O=C(NCCOC(=O)c1ccccc1)c1ccc([N+](=O)[O-])cc1,-2,1,9,3,-5,1,-5,-6,11
Cc1c(Cl)cccc1NS(=O)(=O)c1cccc2nsnc12,-8,-1,-15,2,-4,2,0,-13,-5
O=C(c1ccccc1)c1cnc[nH]1,2,5,3,17,1,0,2,-14,7
Cc1ccc(C(=O)Nc2ccc(-c3csc(C)n3)cc2)cc1,2,10,-2,14,0,6,-3,-12,7
O=C(O)CCSc1nc2ccc(Br)cc2[nH]1,-1,6,-3,6,-4,1,12,-7,0
COc1ccc(OC)c(NC(=O)c2ccc(NS(=O)(=O)c3c(C)noc3C)cc2)c1,-2,10,-2,3,-2,1,2,-18,-1
CCCCOCCCn1c(-c2ccco2)nc2nc3ccccc3nc21,2,13,2,11,0,6,-5,-13,6
N#Cc1ccc(NC(=O)CN2CCN(c3ccccn3)CC2)cc1,-2,0,-15,9,-5,2,2,-16,0
O=C(Cc1ccc(F)cc1)Nc1ccccc1Sc1ccccc1,-6,2,-11,-4,-9,-2,0,-6,-3
CC(C)(C)OC(=O)NC(=NCCCc1cn(CC(=O)N2CCN(C(=O)OC(C)(C)C)CC2)nn1)NC(=O)OC(C)(C)C,-2,3,5,-1,-2,-1,9,0,2
Nc1cc(=O)[nH]c(SCC(=O)Nc2cccc(S(=O)(=O)N3CCCCC3)c2)n1,2,2,-4,4,-4,0,13,-6,2
COc1ccc2[nH]c3c(=O)n4c(nc3c2c1)SCC4,-3,-2,4,-8,-13,0,2,6,-4
Cc1c(Cl)cccc1NC(=S)NCc1cccs1,-6,1,3,-6,-12,4,-2,-5,0
CC1(C)N=C(c2ccccc2)C(c2ccccc2)=N1,-1,3,10,5,-4,-1,4,-12,11
O=C(C[C@H]1C[C@H](C(=O)N2CCOCC2)[C@@]2(CCC3CCCC3)c3[nH]c4ccc(Cl)cc4c3CCN2C1=O)NCCc1ccccn1,0,26,-12,8,-4,0,9,-19,-15
COc1cnc(-c2ccccn2)nc1Oc1ccc(Cl)cc1,0,10,-1,9,-2,0,8,-5,13
COc1ccc(CCNC(=O)c2cc(COc3c(C)cccc3C)on2)c(OC)c1,-6,2,-6,1,-2,0,-5,-1,17
O=[N+]([O-])c1ccccc1S(=O)(=O)c1ccccc1[N+](=O)[O-],-3,1,-4,15,-6,-1,3,-11,-5
CC1(c2ccccc2)NC(=O)N(CC(=O)Nc2cc(S(=O)(=O)N3CCOCC3)ccc2Cl)C1=O (stereo unspecified),-1,2,-9,4,-5,2,1,1,7
Cc1ccc(S(=O)(=O)NCC(=O)OCC(=O)c2cccs2)cc1,0,2,4,5,-3,0,-1,-20,0
COc1ccc(CNC(=O)COC(=O)c2ccc(S(=O)(=O)N3CCOCC3)cc2)cc1,2,3,3,-2,-2,2,12,-5,-9
COC(=O)[C@]1(Cc2ccccc2)N[C@H](CN(C)C(=O)C2CCCCC2)[C@@H]2C(=O)N(C)C(=O)[C@@H]21,-1,1,-10,5,-2,1,5,-8,-10
CCCN1C(=O)c2[nH]nc(-c3cc(Cl)c(C)cc3O)c2C1c1ccc(O)c(OC)c1 (stereo unspecified),3,2,-7,12,2,4,-2,-19,12
COc1cccc(NC(=S)N2c3ccccc3CC2C)c1 (stereo unspecified),-2,-2,8,8,-1,1,-2,-10,14
CCN(CC)C(=O)C1CC(=O)N(c2ccc(F)c(Cl)c2)C1 (stereo unspecified),-4,1,4,-3,-3,2,-8,15,1
COCc1cc(=O)n2[nH]c(SC)nc2n1,1,7,-2,6,0,0,6,-5,-3
COc1ccc(-c2ccc(CCC(=O)O)n2-c2ccccc2O)cc1,-5,-1,3,5,-1,0,2,-5,8
O=C(Nc1n[nH]c(=S)s1)c1ccc2ccccc2c1,1,57*,-11,22,5,3,-2,-13,-12
CCn1c(=O)c(=O)[nH]c2cc(C(=O)N3CCN(c4ccccc4F)CC3)ccc21,-3,2,-6,5,-3,-1,4,-9,-10
CCS(=O)(=O)C1=NN2C(=N)/C(=C\c3ccc(SCc4ccco4)o3)C(=O)N=C2S1,16,6,7,-7,6,9,-9,6,13
CCC(Sc1nc2cc(OC)c(OC)cc2c(=O)n1CCc1ccc(OC)c(OC)c1)C(=O)NCCOC (stereo unspecified),3,16,-10,2,-1,13,-8,10,5
COCCNC(=O)CN(C(=O)CCC(=O)Nc1ccccn1)c1ccc(OC)cc1,-2,0,-12,9,1,0,6,-9,-4
c1ccc2c(c1)ncn2CCOCCOCCn1cnc2ccccc21,0,7,0,11,-5,3,4,-19,3
C=CCc1cccc2cc(C(=O)Nc3ccc(CC(=O)O)cc3)c(=O)oc12,-1,0,4,11,-5,2,1,-11,-6
Cc1nc2nc(SCC(=O)NCCCN3CCCCCC3)nn2c(C)c1Cc1ccccc1Cl,-10,0,51*,-24,-5,2,-13,100*,-1
O=C(/C=C/Nc1ccc(Oc2ccccc2)cc1)c1ccco1,-3,5,-15,7,-13,6,-8,-6,1
COc1ccc(C2=NOC(C(=O)NC(C)C)C2)cc1 (stereo unspecified),1,4,16,3,-4,1,-2,-6,-3
O=C(NC(=O)c1ccccc1)Nc1ccccn1,-2,0,3,-6,0,0,-7,12,2
c1ccc(C2=NN(c3ccccc3)C(c3ccco3)C2)cc1 (stereo unspecified),-1,2,-4,0,-9,0,0,-2,-7
Cc1ccc(N(C)/N=C/c2ccc(Cl)cc2Cl)nn1,-5,0,-7,6,-6,0,-2,-8,9
COC(=O)c1ccc(N=Cc2c(C(F)(F)F)[nH]n(C)c2=O)cc1,0,3,-8,5,-9,0,2,-2,-7
Cc1ccc(NC(=O)CN(C)C(=O)c2ccccc2OCc2c(C)noc2C)cc1,-1,1,-3,7,-3,1,0,-1,7
